Screening results from PubChem.
LRH-1 inv ag – NR5A2 inverse agonism in reporter assay; O00482; HEK293T StAR-luciferase reporter, LRH-1 transfected, 24 h; inhibition, % at 3.6 µM; hit rate 0.13% among 360,000; AID 602396;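 active means inhibition above the mean inhibition of all tested compounds plus 3 SD, cut at about 73% in these data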;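 further: 0% = DMSO wells and 100% = reporter-only cells lacking LRH-1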
Target sequence (O00482 whole entry, looked up): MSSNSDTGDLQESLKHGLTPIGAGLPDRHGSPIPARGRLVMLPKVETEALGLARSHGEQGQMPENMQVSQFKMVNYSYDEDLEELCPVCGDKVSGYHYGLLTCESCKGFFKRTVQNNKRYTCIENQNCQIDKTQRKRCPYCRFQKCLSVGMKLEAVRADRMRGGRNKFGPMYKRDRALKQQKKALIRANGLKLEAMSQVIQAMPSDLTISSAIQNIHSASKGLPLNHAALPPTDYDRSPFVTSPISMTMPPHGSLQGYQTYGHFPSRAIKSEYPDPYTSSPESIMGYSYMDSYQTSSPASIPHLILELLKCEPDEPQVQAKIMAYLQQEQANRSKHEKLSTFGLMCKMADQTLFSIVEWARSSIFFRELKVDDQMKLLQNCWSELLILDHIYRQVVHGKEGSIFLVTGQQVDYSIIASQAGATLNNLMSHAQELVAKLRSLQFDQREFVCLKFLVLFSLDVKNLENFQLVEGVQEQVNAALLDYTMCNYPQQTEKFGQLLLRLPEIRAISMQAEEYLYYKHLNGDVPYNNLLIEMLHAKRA
NR2F2 inh – NR2F2 (human) inhibition, primary screen; HEK293T NGFI-A luciferase reporter, luminescence; inhibition, % at 8.6 µM; hit rate 0.7% among 370,000;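 active means inhibition above a per-plate cutoff, mean inhibition of test wells between control levels plus 3 SD, cut at about 38% in these data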;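 further: cells cotransfected with COUP-TFII expression vector driving the NGFI-A reporter; 0% = median of COUP-TF2 test wells and 100% = reporter-only cells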
Target sequence (P24468 whole entry, looked up): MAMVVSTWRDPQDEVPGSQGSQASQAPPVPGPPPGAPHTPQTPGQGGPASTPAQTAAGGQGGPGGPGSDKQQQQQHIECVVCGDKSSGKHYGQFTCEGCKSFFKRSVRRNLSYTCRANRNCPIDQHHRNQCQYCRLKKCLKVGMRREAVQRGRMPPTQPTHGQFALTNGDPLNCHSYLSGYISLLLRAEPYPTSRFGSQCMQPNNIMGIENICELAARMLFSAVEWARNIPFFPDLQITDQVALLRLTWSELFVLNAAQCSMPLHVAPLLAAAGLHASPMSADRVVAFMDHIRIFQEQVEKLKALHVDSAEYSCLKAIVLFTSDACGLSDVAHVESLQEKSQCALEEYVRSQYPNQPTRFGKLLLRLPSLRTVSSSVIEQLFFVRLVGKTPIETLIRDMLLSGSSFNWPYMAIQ
TRAIL sens C8 – sensitizes caspase-8 expressing cells to TRAIL; hit rate 1% among 360,000; inhibition (viability loss, TRAIL sensitization), % at 10 µM; NB7+C8 cells + TRAIL, ATPlite viability luminescence;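 active means compounds causing at least 50% loss of cell viability in the single-dose screen, relative to plate controls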
SRC3 inh – inhibitors of human steroid receptor coactivator 3 (SRC3). HEK293 GAL4-SRC3 luciferase reporter, luminescence. inhibition, % at 3.6 µM. hit rate 0.17% among 360,000. AID 588352;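 active means inhibition above a per-campaign cutoff, the mean of all compounds plus 3 SD, cut at about 60% in these data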;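 further: 0% = DMSO-treated cells and 100% = gossypol-treated cells at 36 µM; higher means less SRC3-driven luciferase light from the GAL4 reporter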
EBV LMP1 NFkB – reduces LMP1-driven NF-kappaB luciferase signal; LMP1-induced NF-kappaB luciferase reporter cells, luminescence; inhibition, % at 12.5 µM; hit rate 0.69% among 350,000; in the data active means inhibition above about 41%;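 further: 0% = neutral control wells and 100% = reference inhibitor control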
TWEAK-Fn14 inh – blocks TWEAK-Fn14 interaction in a reporter cell assay; TWEAK-stimulated Fn14 reporter cells, luciferase luminescence, 8 h; inhibition, % at 10 µM; hit rate 2% among 360,000; in the data active means inhibition above about 50%
KKLEB tox – CF airway cell cytotoxicity counter-screen. activity change (cytotoxicity), % at 5 µM. AID 602141. hit rate 0.36% among 360,000. KKLEB CF airway cells viability, ATPlite luminescence, overnight; active compounds read low; cells stimulated with P. aeruginosa culture filtrate;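 active means corrected activity change at or below -50% at 5 µM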
SRC1 inh – inhibits human SRC1 coactivator | hit rate 0.12% among 360,000 | AID 588354 | Q15788 | HEK293 GAL4-SRC1 luciferase reporter, luminescence | inhibition, % at 3.6 µM;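 active means inhibition above the campaign mean plus 3 SD, with each screening campaign given its own cutoff, cut at about 60% in these data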;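 further: 0% = DMSO treated cells and 100% = gossypol at 36 µM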
TROY NFkB inh – inhibitors of TROY-dependent NF-kB signaling | inhibition, % at 10 µM | hit rate 0.98% among 360,000 | Q293 LMP1-TROYcd NF-kB luciferase reporter, 4 h | AID 1347056;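 active means compounds whose plate-normalised and pattern-corrected inhibition of the luciferase reporter signal at the single screening dose is 50% or more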
CF NFkB inh – cystic fibrosis NF-kB activation inhibition; hit rate 0.86% among 360,000; KKLEB NF-kB-GFP reporter, PAF-induced, GFP fluorescence overnight; inhibition, % at 5 µM; AID 588850;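 active means at least 50% inhibition at 5 µM, scaled per plate between neutral and stimulator controls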;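 further: PAF is a Pseudomonas aeruginosa culture filtrate used as stimulus; plate controls were PAF-stimulated DMSO wells for no effect and unstimulated DMSO wells for full effect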
Shn3 3UTR inh – inhibitors of Schnurri-3 3'UTR reporter in osteoblasts; Clone20 osteoblast Shn3 3'UTR firefly luciferase, 24 h; inhibition, % at 12.5 µM; hit rate 0.52% among 360,000;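 active means mean inhibition of at least 75% with every replicate also reaching 75%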;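 further: 0% = median of neutral control wells and 100% = pilot-screen positive control compound; some compounds past the cut are filed as inactive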
The depositor's hits bear a star; · = not tested or not shown; & = joins results of further samples.

SMILES	LRH-1 inv ag	NR2F2 inh	TRAIL sens C8	SRC3 inh	EBV LMP1 NFkB	TWEAK-Fn14 inh	KKLEB tox	SRC1 inh	TROY NFkB inh	CF NFkB inh	Shn3 3UTR inh
Cc1ccc(C(=O)NCC(=O)OCC(=O)c2ccc(C)c([N+](=O)[O-])c2)cc1	-33.4	-2.8	1.2	10.2	0.5	-15.9	-1.3	-38.4	3.1	-9.2	18.4
CC(C)(C)C(=O)COC(=O)c1cc(-c2cccnc2)nc2ccccc12	3.5	-1.0	-1.6	0.1	-12.2	-1.1	-4.0	-5.1	-8.9	-30.5	2.9
CCc1nnc(NS(=O)(=O)c2ccc(NC(=O)c3cc(Cl)ccc3OC)cc2)s1	16.2	-4.8	-13.7	-5.1	-3.7	16.6	-0.2	-4.6	-8.0	-4.6	10.7
CCOC(=O)C1CCCN(C(=O)c2ccc(F)c(Cl)c2)CC1 (stereo not given)	3.0	8.6	-4.0	-3.4	·	-6.9	-3.9	6.2	-6.0	2.1	-0.3
CCCc1nc2ccc(Cl)cn2c1Cc1cccc(Cl)c1	-2.1	10.2	-9.2	-17.6	·	18.9	-13.3	-8.3	4.2	-0.5	11.2
Nc1c(Cl)cc(C2=NCCn3c2c2ccc(C(F)(F)F)cc2[n+]3[O-])cc1Cl	-12.8	-2.2	-11.9	-10.5	9.2	-10.4	9.8	-18.8	8.1	10.4	-24.9
COC(=O)N/N=C(\C)c1ccc2ccccc2c1OC(F)F	-15.4	-3.1	-6.5	11.9	-7.5	3.8	-6.7	-2.5	-17.8	-0.5	-16.6
O=C(c1ccc(Cl)c(S(=O)(=O)NCc2cccnc2)c1)N1CCCC1	2.8	1.8	-28.6	-12.4	8.5	-5.1	14.2	-10.0	14.1	8.2	-17.6
COc1cc(CN(CC2CCCO2)C(=O)c2ccco2)cc(OC)c1OC (stereo not given)	4.8	-11.8	-12.4	-2.6	-2.2	9.9	4.3	9.9	-2.2	-26.2	11.0
CCCN(CCC)C(=O)c1cc(S(=O)(=O)N2CCCCC2)c[nH]1	10.5	-3.5	3.0	-8.4	-7.1	12.6	-6.8	-1.5	2.1	9.5	-11.2

Brought forward from above: 3 compounds, followed by the next part.
SMILES	LRH-1 inv ag	NR2F2 inh	TRAIL sens C8	SRC3 inh	EBV LMP1 NFkB	TWEAK-Fn14 inh	KKLEB tox	SRC1 inh	TROY NFkB inh	CF NFkB inh	Shn3 3UTR inh
O=C(c1ccc(Cl)c(S(=O)(=O)NCc2cccnc2)c1)N1CCCC1	2.8	1.8	-28.6	-12.4	8.5	-5.1	14.2	-10.0	14.1	8.2	-17.6
COc1cc(CN(CC2CCCO2)C(=O)c2ccco2)cc(OC)c1OC (stereo not given)	4.8	-11.8	-12.4	-2.6	-2.2	9.9	4.3	9.9	-2.2	-26.2	11.0
CCCN(CCC)C(=O)c1cc(S(=O)(=O)N2CCCCC2)c[nH]1	10.5	-3.5	3.0	-8.4	-7.1	12.6	-6.8	-1.5	2.1	9.5	-11.2
O=C(CN1C(=O)c2ccccc2C1=O)NC1CCS(=O)(=O)C1 (stereo not given)	1.9	7.1	-17.5	2.8	5.4	-5.9	-8.4	11.6	-0.7	7.1	5.6
CC(=O)Nc1cccc(OC(=O)COc2ccc(Br)cc2)c1	-9.7	13.8	-4.5	10.8	-12.0	-7.4	-0.9	-0.2	20.0	1.5	-12.0
Cc1cc(OC(=O)c2ccc(OC(C)C)cc2)c([N+](=O)[O-])c(=O)[nH]1	5.3	1.5	-22.7	10.0	6.9	-8.3	3.4	-4.2	-22.1	3.5	-10.7
Cc1ccc(NC(=O)c2cc(Cl)nc3ccccc23)cc1	-10.5	-10.1	10.2	-3.2	-6.8	13.8	6.4	-1.4	-12.2	-13.5	-4.5
COc1ccc(CCC(=O)Nc2cc(S(=O)(=O)N3CCCCC3)ccc2N(C)C)cc1	-16.8	-10.2	2.9	15.3	-6.2	-7.1	0.8	6.6	-11.0	11.3	13.0
COc1ccc(S(=O)(=O)N2CCN(CCO)CC2)cc1-c1nnc2c3ccccc3c(C)nn12	13.5	-8.5	-3.4	-2.2	-2.8	-19.6	-8.9	-8.4	2.4	17.9	4.8
O=S1(=O)CCOC[C@H](CC2CCCCC2)N1Cc1ccccc1	8.7	17.8	-13.4	23.5	-6.2	1.4	9.0	-5.3	-6.9	-14.3	5.3
COc1ccccc1N1CCN(c2ncc(C(=O)N3CCN(c4cccc(Cl)c4)CC3)c3ccccc23)CC1	-4.5	2.7	22.7	7.5	31.9	80.4*	-13.8	-20.6	-5.6	2.3	92.7*
COc1cc([N+](=O)[O-])c2nc(C(=O)O)ccc2c1	-7.1	7.3	0.4	-15.2	9.0	-0.9	-17.4	-9.5	-0.5	16.0	-15.1
CSc1cccc(NC(C)=O)c1	-12.3	-1.0	-8.0	16.1	2.9	-0.6	-13.1	5.4	0.8	15.1	29.1
COc1ccc(CC(=O)N/N=C(/C)c2ccco2)cc1	-0.3	-2.6	-6.2	18.8	6.3	12.9	8.0	9.4	7.5	2.2	14.8
CCOC(=O)N/N=C/c1ccccc1F	-72.0	-34.2	7.3	-71.6	-9.1	2.9	-15.0	-96.9	-26.1	12.0	-38.5
CCCOC(=O)c1ccc(NC(=O)C(=O)NCCN(CC)CC)cc1	4.5	15.8	2.3	9.4	-4.8	-9.3	-0.4	-6.6	6.8	9.3	-0.7
COc1ccc(/C=C(\CC(=O)O)c2nc3ccccc3o2)cc1	-43.8	-15.5	-7.6	-28.4	-30.2	46.4	-29.3	-29.4	39.1	0.6	-20.3
Cc1ccc(CCN2CC(C(=O)N3CCN(c4ccc(F)cc4)CC3)CC2=O)cc1 (stereo not given)	13.4	-6.1	7.5	16.2	-4.4	6.3	2.6	8.1	-8.2	8.3	-0.2
CC(NC(=O)C(C)(C)C)C(c1cccs1)N1CCN(Cc2ccccc2)CC1 (stereo not given)	20.1	-2.1	16.1	9.3	-2.8	10.1	9.8	-0.2	18.2	2.7	18.2
COc1ccc(OC)c(CNC(=O)C(C)n2nc(C)c3c(C)n(-c4ccccc4)nc3c2=O)c1 (stereo not given)	9.0	31.3	-10.3	-13.1	0.4	2.6	-6.6	5.3	10.2	2.1	7.8
CC(=O)Nc1ccccc1OC(C)C(=O)N1CCC(C)CC1 (stereo not given)	6.5	10.0	-14.7	-29.2	9.0	-9.4	10.0	-5.3	-18.9	8.3	38.3
COc1ccccc1-c1nnc(-c2ccc(F)cc2)o1	-115.2	-11.9	26.4	-80.0	·	-20.2	-11.5	-100.0	-64.8	7.1	-87.9
O=C1CCCN1CC(O)CS(=O)(=O)Cc1ccccc1 (stereo not given)	3.7	-1.4	-13.2	5.1	-4.6	2.2	6.9	-0.5	-8.6	1.6	-3.4
CS(=O)(=O)Cc1ccc(C(=O)NC2CCN(Cc3ccccc3)C2)cc1 (stereo not given)	-1.8	-1.6	-0.9	-9.1	-8.7	41.5	-3.0	-5.3	9.5	-10.3	-1.9
CC1(C)C(=O)N(OCc2ccccc2)C(C)(C)C(=O)N1OCc1ccccc1	-2.8	-7.8	1.8	6.0	7.7	-8.7	-0.4	-1.3	18.6	2.5	18.3
O=C(c1cc(COc2ccccc2)on1)N1CCCC(OCc2cccnc2)C1 (stereo not given)	20.2	-3.2	6.3	4.3	-5.4	-4.3	12.1	0.9	-8.4	0.4	12.0
NCCN1CCN(CCN)CC1	-2.3	15.6	-9.4	-4.7	-0.9	-7.3	6.3	-3.4	-12.0	6.2	-16.7
Cc1[nH]c2ccccc2c1SCC(=O)O	0.8	2.1	-1.6	-3.5	0.9	-12.7	-7.0	-0.2	-11.1	3.1	7.6
Cc1ccc(-c2nc3c(c(=O)c4ccccc4n3C)c(=O)n2-c2ccccc2)cc1	8.6	14.6	-5.8	7.3	1.2	-16.1	6.9	-8.9	2.2	-26.3	14.7
COCC(=O)N1CCc2ccc(NC(=O)c3ccccc3Cl)cc2C1	-4.6	-13.7	0.6	-7.4	-6.7	-14.1	-14.0	0.1	8.5	2.4	-24.4
CCCCCCCCOC(=O)c1ccc(N)cc1	0.6	0.5	1.5	2.4	-11.3	-18.2	-5.7	-3.0	-19.8	9.1	-1.1
CCc1nc(N2CCCC2)c(C#N)c2c1CCCC2	5.0	-1.0	1.1	5.7	3.5	-2.6	-3.8	-28.3	-9.4	32.6	5.8
CC(C)CNC(=S)NC(=O)c1ccc(Cl)cc1	-84.9	-52.0	-9.8	-62.2	-35.2	-15.6	-1.2	-86.3	-98.7	-5.8	-86.0
CCCCOc1ccc(C(=O)Nc2ccc(C)cc2[N+](=O)[O-])cc1	-8.1	-8.0	0.3	-4.2	11.5	2.8	11.2	2.6	-36.9	-16.2	-18.2
O=C(/C=C/c1ccccc1Cl)N1CCOCC1	-0.6	-4.9	-12.2	-18.3	-1.3	-9.1	15.6	-18.0	-2.6	-10.4	-8.3
COc1ccc(NC(=O)c2ccc3c(c2)N(C)CCS3)cc1	-130.5	-50.3	-13.8	-87.1	-56.7	-7.7	-3.7	-82.7	-47.2	7.7	-136.5
C/C(=C\c1cc2ccccc2o1)C1Nc2cccc3cccc(c23)N1	-11.3	0.4	-4.3	-29.4	1.9	15.6	4.6	4.9	-2.8	-7.7	4.7
Cc1[nH]n(C(C)(C)C)c(=O)c1Sc1ccc(Cl)cc1	-1.5	-1.0	3.4	3.8	6.1	6.1	5.4	1.0	0.6	16.3	-7.6
COCCNC(=O)CCC1CCN(Cc2cccc(-c3ccc(C)o3)c2)CC1	-4.7	-7.8	-3.0	-12.4	-1.6	-7.4	-8.8	-8.6	-26.3	5.9	-3.7
CC(=O)Nc1c(C)cc(S(C)(=O)=O)cc1C	14.0	-8.8	3.9	11.5	-1.4	3.9	1.0	17.3	11.3	-4.8	-7.6
Cn1c(=O)c2c([nH]c(=O)n2C)n(C)c1=O	16.4	5.4	3.3	16.1	1.5	-5.0	3.5	-14.8	2.0	2.7	-26.2
O=C(Nc1cc(C(F)(F)F)cc(C(F)(F)F)c1)c1ccc(Cn2cc(C(F)(F)F)ccc2=O)cc1	-7.2	5.9	0.8	6.7	4.0	14.7	-8.2	-15.3	19.8	-1.1	24.7
Cc1ccc2sc3ccc(NC(=O)c4ccccc4Cl)cc3c(=O)c2c1	-28.4	0.8	-3.9	-24.1	-27.1	8.9	13.9	-14.9	-48.0	-50.6	9.8
COC(=O)[C@H]1[C@H]2C[C@H]3c4[nH]c5ccccc5c4CCN3C[C@@H]2CC[C@@H]1O	11.2&11.3	11.5&4.2	-10.1&-2.8	-1.2&-23.9	10.8&-7.5	5.7&27.2	-9.9&6.4	-13.6&-3.0	6.5&-2.9	-4.5&-3.9	1.1&2.6
Cc1ccc(O)c(NC(=S)NC(=O)COc2ccc(Br)cc2)c1	9.7	-16.5	-16.6	8.3	-3.7	4.9	13.4	-2.8	-0.5	-12.2	59.7
O=C(CN1C(=O)CSc2ccc(S(=O)(=O)N3CCCCC3)cc21)NCc1ccccc1Cl	-0.1	15.2	11.3	7.3	2.3	17.5	12.1	3.5	-8.6	-10.0	6.0
CCCC(CCC(=O)Nc1ccn(-c2ccccc2)n1)C(=O)O (stereo not given)	3.8	-4.8	-1.6	31.8	-6.0	-12.8	4.5	8.3	7.6	-6.7	2.6
C[n+]1ccn(CC(=O)c2cccs2)c1	14.2	3.5	7.2	10.7	5.5	-5.1	11.2	-8.7	-4.5	-2.4	0.8

An excerpt; count on the stated rates, not on these rows.
